Source: PubChem BioAssay (Sanford-Burnham Center for Chemical Genomics)
CCR6 antag = CCR6 (human) receptor antagonism; P51684; CHO-K1 CCR6 PathHunter beta-arrestin, luminescence, CCL20-stimulated; inhibition, % at 20 µM; actives 0.49% (n = 340,000); AID 493098;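 active = compounds whose inhibition of the agonist-driven luminescence signal at 20 µM reaches about 50%, limit read from the data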;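 note: cells stimulated with CCL20 at 14 nM final; plate controls were DMSO with CCL20 for no effect and DMSO without agonist for full effect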
Target sequence (P51684 whole entry, looked up): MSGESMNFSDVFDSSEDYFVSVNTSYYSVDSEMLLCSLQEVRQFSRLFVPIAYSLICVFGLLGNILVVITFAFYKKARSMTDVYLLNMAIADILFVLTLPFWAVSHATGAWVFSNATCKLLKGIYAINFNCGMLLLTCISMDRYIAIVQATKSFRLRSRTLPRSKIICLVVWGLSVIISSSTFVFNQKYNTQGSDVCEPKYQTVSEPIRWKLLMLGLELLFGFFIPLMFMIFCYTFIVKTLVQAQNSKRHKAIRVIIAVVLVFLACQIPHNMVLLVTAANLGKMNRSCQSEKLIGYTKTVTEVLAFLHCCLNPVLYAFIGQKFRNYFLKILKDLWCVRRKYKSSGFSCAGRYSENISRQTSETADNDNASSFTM
Jurkat NFkB inh = lowers PMA/ionomycin-induced NF-kB signal in Jurkat cells. actives 0.53% (n = 330,000). inhibition, % at 4 µM. AID 435003. PMA/ionomycin-induced NF-kB luciferase reporter, luminescence; in the data active = inhibition above about 50%
CXCR6 inh = CXCR6 (human) receptor inhibition | actives 0.36% (n = 360,000) | CHO-K1 PathHunter CXCR6 beta-arrestin, luminescence | inhibition, % at 20 µM | AID 602244 | O00574; in the data active = inhibition above about 34%, passing the limit was not always enough;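 note: antagonist mode with CXCL16 agonist at 10 nM final; 0% = 10 nM CXCL16 with DMSO and 100% = unstimulated wells without agonist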
Target sequence (O00574 whole entry, looked up): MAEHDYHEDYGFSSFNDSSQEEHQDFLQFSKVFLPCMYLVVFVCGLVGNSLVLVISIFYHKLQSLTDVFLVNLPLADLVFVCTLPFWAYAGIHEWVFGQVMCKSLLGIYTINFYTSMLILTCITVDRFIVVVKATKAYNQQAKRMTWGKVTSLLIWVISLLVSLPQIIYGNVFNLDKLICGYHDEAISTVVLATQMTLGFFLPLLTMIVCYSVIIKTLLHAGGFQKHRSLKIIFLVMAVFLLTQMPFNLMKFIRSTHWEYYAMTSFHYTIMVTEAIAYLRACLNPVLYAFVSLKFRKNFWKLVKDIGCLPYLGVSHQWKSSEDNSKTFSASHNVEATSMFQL
CHOP UPR activ = apoptotic UPR (CHOP) activation. CHO-CHOP luciferase reporter, luminescence; percent of tunicamycin response over DMSO baseline. activation, % at 10 µM. actives 0.34% (n = 330,000);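 active = at 10 µM dose, activation of 40% or more, normalized to positive control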;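 note: 100% = tunicamycin at 10 µg/mL and 0% = DMSO alone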
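Assay system: CHO-CHOP cells, stable luciferase reporter of PERK-eIF2a-CHOP signalling / Buffer or medium: F12 plus 10% serum / Compound dosing: one dose, 10 µM in 0.5% DMSO / Times: 6 h compound treatment, 37 °C / Technique: luciferase luminescence / Read-out: % reporter activation, DMSO baseline versus tunicamycin full activation / Benchmarks: tunicamycin and DMSO controls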
UPR XBP1 act = activators of adaptive arm of unfolded protein response (XBP1). CHO-XBP1 luciferase reporter, IRE1-XBP1 UPR activation, luminescence; percent of tunicamycin response, DMSO as zero. actives 0.33% (n = 330,000). activation, % at 20 µM;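 active = versus positive control, 20 µM dose yields 30% or more activation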;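 note: 100% = tunicamycin at 10 µg/mL and 0% = DMSO only wells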
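Assay system: CHO-XBP1 luciferase reporter cells; Schedule: 6 h treatment, 37 °C; Detection: glow luminescence from Steady-Glo reagent; Benchmarks: high control tunicamycin 10 µg/mL final, low control DMSO vehicle only.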
697 NFkB inh = lowers PMA/ionomycin-induced NF-kB signal in 697 B cells. 697 B-cell NF-kB luciferase reporter, 16 h. inhibition, % at 4 µM. actives 0.33% (n = 330,000). AID 435022; in the data active = inhibition above about 35%
Gli-Sufu antag = Gli-Sufu pathway antagonism | Sufu-KO-LIGHT fibroblasts, Gli luciferase reporter luminescence | inhibition, % at 5 µM | actives 0.74% (n = 340,000);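 active = inhibition above about 55%, limit read from the data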;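 note: 0% = DMSO-treated cells and 100% = wells with medium but no cells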
Mdm2-MdmX inh = disrupts the human Mdm2-MdmX interaction; actives 3% (n = 330,000); inhibition, % at 8 µM; AID 485346; SaOS-2 split-luciferase Mdm2/MdmX complementation, luminescence; O15151+Q00987;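 active = inhibition of at least 50% at 8 µM in the primary screen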
EBI2 antag = antagonists of human EBI2 receptor. EBI2 beta-arrestin recruitment, luminescence, 7a,25-OHC stimulated. inhibition, % at 5 µM. actives 0.81% (n = 360,000); in the data active = inhibition above about 38%;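 note: enzyme fragment complementation signal reports receptor beta-arrestin coupling in cells; 0% = agonist plus DMSO wells and 100% = wells without agonist; some results beyond the cut were filed as inactive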
Target sequence (P32249 whole entry, looked up, the tested form may be a part): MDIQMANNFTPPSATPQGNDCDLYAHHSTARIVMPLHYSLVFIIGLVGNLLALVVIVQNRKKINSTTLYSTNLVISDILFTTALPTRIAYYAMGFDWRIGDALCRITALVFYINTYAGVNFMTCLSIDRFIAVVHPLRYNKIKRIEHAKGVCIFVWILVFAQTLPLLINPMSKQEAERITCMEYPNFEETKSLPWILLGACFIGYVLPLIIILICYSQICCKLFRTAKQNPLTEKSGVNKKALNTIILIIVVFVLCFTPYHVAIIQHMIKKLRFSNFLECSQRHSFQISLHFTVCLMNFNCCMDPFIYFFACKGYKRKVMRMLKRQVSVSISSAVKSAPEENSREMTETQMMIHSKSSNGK
Starred values were filed as active, the others as inactive; · = not tested or not shown.

SMILES | CCR6 antag | Jurkat NFkB inh | CXCR6 inh | CHOP UPR activ | UPR XBP1 act | 697 NFkB inh | Gli-Sufu antag | Mdm2-MdmX inh | EBI2 antag
O=C(NN=C1CCCCCC1)c1ccc(Br)o1 | -16 | 2 | -10 | 2.1 | -1 | -25 | -2 | 14 | 4
O=C(Nc1ccc2nc(N3CCOCC3)sc2c1)c1ccccc1 | -6 | -33 | -6 | 1.4 | 0 | 3 | -12 | 0 | -6
C1CCCN(c2nc3nonc3nc2N2CCCCCC2)CC1 | 23 | 2 | 0 | -1.2 | -4 | 18 | 11 | -22 | 2
COc1ccc(C)cc1NC(=O)C(OC(=O)c1ccc(Cl)c(S(=O)(=O)N(C)c2ccccc2)c1)c1ccccc1 (configuration not stated) | 17 | -9 | -1 | 2.3 | -1 | 19 | 5 | 23 | -1
CCOC(=O)CSc1nc2ccccc2c(=O)n1CC(C)C | 3 | 9 | -5 | -1.5 | -3 | -5 | -2 | 10 | 5
COc1ccccc1N1C(=O)C2C(c3ccccc3F)NN(C(=O)c3ccc(C)cc3)C2C1=O (configuration not stated) | 1 | -4 | 1 | -0.2 | -1 | 17 | -6 | -10 | -1
COc1cc(Cl)c(S(=O)(=O)NCCCn2ccnc2)cc1Cl | 3 | 7 | -1 | 2.5 | -3 | -16 | -2 | -8 | 0
CC1=C(C(N)=O)C(c2cccs2)n2nc(-c3cccc(C)c3)nc2N1 (configuration not stated) | -5 | -21 | 4 | -1.2 | -1 | 9 | 7 | 27 | -4
COc1ccc(CCNC(=O)COC(=O)c2cnc(Cl)c(Cl)c2)cc1 | -9 | 7 | 8 | -0.1 | -3 | -1 | -15 | -25 | -12
CCOC(=O)c1nnc(-c2ccc(C)cc2)nc1Oc1ccccc1Cl | 14 | -11 | 1 | 9.1 | 37* | -16 | -9 | 51* | 22
CCOC(=O)c1c(NC(C)=O)sc2c(O)c(CN3CCN(CC)CC3)ccc12 | 1 | -18 | 3 | -0.3 | 0 | 12 | 2 | 6 | 3
Cn1c(N)c(C(=O)COC(=O)c2cc(S(=O)(=O)N3CCOCC3)ccc2F)c(=O)n(C)c1=O | -23 | 10 | -1 | -1.1 | -2 | 21 | 23 | 82* | -15
COc1ccc(NC(=O)NNC(=O)c2ccc(Cl)cc2Cl)cc1OC | 5 | -2 | 1 | -0.5 | -1 | 13 | -1 | 21 | 2
COc1ccc(CNC(=O)COC(=O)c2cc(-c3cccs3)nc3ccccc23)cc1OC | 8 | -6 | 11 | -1.1 | 0 | -13 | 8 | 11 | 7
Cc1cc(Nc2c(C)n(C)n(-c3ccccc3)c2=O)n2c(nc3ccccc32)c1C#N | 2 | 5 | -5 | -2.3 | -3 | 0 | -10 | 10 | -22
O=C(CSc1ccccc1F)NC(=O)NCc1ccco1 | 4 | 0 | -2 | -1.4 | 0 | -8 | -6 | -4 | 2
CN(Cc1ccccc1)C(=O)COC(=O)c1ccc(-n2cnnn2)cc1 | -7 | 13 | -12 | 0.8 | -2 | 16 | -5 | 4 | -5
CNc1ccc(Br)cc(C(=O)/C=C/c2cc(OC)ccc2OC)c1=O | 38 | 1 | 20 | 10 | 0 | 18 | 3 | 14 | 0
COC(=O)C1=CN(c2ccc(F)cc2)C=C(C(=O)OC)C1c1cccc([N+](=O)[O-])c1 | 31 | 4 | 18 | -1.8 | 0 | 7 | 24 | -15 | 12
O=C(c1ccc(F)cc1)N1CCN2C(=O)c3ccccc3C12c1ccc(Cl)cc1 (configuration not stated) | 10 | 0 | 13 | -0.8 | -2 | -3 | 24 | 14 | 9
CC1CCCC(C)N1C(=O)CSc1nnc(CSc2ncccn2)n1C (configuration not stated) | -7 | 12 | 6 | 0.0 | 0 | 22 | 0 | -2 | -15
NC(=O)C1(NC(=O)[C@@H]2CC3(CC(c4cccc(NC(=O)[C@@H]5CCC(=O)N5)c4)=NO3)CN2C(=O)c2cnccn2)CC1 (some centres not stated) | -6 | -70 | 2 | -1.6 | 0 | -67 | -2 | 1 | -10
CCCCn1c(N)c(N(CC)C(=O)C2CCC2)c(=O)[nH]c1=O | 5 | -17 | 0 | 0.4 | -3 | -17 | -10 | -32 | -9
CCN1CCN(C(=O)Cn2nc(-c3ccc(Cl)cc3)ccc2=O)CC1 | -6 | -5 | 4 | 0.1 | -1 | 16 | 0 | 0 | -8

3 consecutive compounds already listed, for reference:
SMILES | CCR6 antag | Jurkat NFkB inh | CXCR6 inh | CHOP UPR activ | UPR XBP1 act | 697 NFkB inh | Gli-Sufu antag | Mdm2-MdmX inh | EBI2 antag
Cc1cc(Nc2c(C)n(C)n(-c3ccccc3)c2=O)n2c(nc3ccccc32)c1C#N | 2 | 5 | -5 | -2.3 | -3 | 0 | -10 | 10 | -22
O=C(CSc1ccccc1F)NC(=O)NCc1ccco1 | 4 | 0 | -2 | -1.4 | 0 | -8 | -6 | -4 | 2
CN(Cc1ccccc1)C(=O)COC(=O)c1ccc(-n2cnnn2)cc1 | -7 | 13 | -12 | 0.8 | -2 | 16 | -5 | 4 | -5

Continuation:
SMILES | CCR6 antag | Jurkat NFkB inh | CXCR6 inh | CHOP UPR activ | UPR XBP1 act | 697 NFkB inh | Gli-Sufu antag | Mdm2-MdmX inh | EBI2 antag
Cc1ccccc1NC(=O)C1CCCN(c2nnc(N3CCCC3=O)s2)C1 (configuration not stated) | -1 | 9 | -1 | -3.6 | 1 | -15 | -34 | 11 | 2
CC(C)CC(c1nnnn1C(C)C)N1CCN(C(=O)c2ccco2)CC1 (configuration not stated) | 10 | -15 | 1 | 0.3 | 3 | -15 | 5 | -22 | 6
S=C(NCCc1cnc[nH]1)NC1CCCC1 | 0 | 15 | 2 | 0.5 | -2 | 18 | -1 | 13 | 2
O=C(OCc1ccc(Cl)c(Cl)c1)c1cnccn1 | 2 | 8 | -5 | 0.6 | -1 | 13 | -11 | 16 | 7
CCn1c(CNC(=O)Cc2ccc(OC)cc2)n[nH]c1=S | -2 | 1 | -7 | -1.0 | 4 | 4 | 17 | 2 | 2
CCC(C)n1c(SCC(=O)NC(=O)c2cccn2C)nc2ccccc2c1=O (configuration not stated) | 7 | 4 | -8 | -0.6 | 3 | -18 | 0 | 4 | -4
Cn1ncc(C(=O)Nc2ccc(OC(F)(F)F)cc2)c1-n1cccc1 | 5 | -2 | -5 | -0.4 | 0 | -2 | 8 | 11 | -1
CN(N=Cc1cccc2cccnc12)c1ccc([N+](=O)[O-])cc1[N+](=O)[O-] | 12 | · | 0 | · | · | · | 8 | · | 3
CCc1cc(-c2nc(N)ncc2-c2csc(C)n2)c(O)cc1OC | 0 | 4 | 9 | 4.0 | 7 | -17 | 0 | 5 | 15
COc1ccc(-c2nc(-c3ccc(O)cc3O)cs2)cc1OC | -4 | · | -1 | · | · | · | -40 | · | -1
O=C(NC1CC1)c1ccc(NS(=O)(=O)c2ccccc2)cc1 | -6 | 16 | 1 | 1.6 | -3 | 2 | -12 | 11 | 2
CN(CC(=O)NC(=O)NC1CCCCC1)CC(=O)Nc1ccc(OC(F)(F)F)cc1 | 5 | 8 | 2 | -0.8 | -2 | -5 | 7 | -8 | 3
CCOC(=O)C1=C(C)NC(SC)=NC1c1ccccc1 (configuration not stated) | 8 | -7 | 2 | -0.8 | -3 | 16 | 2 | 27 | -7
O=c1ccnc(SCCC(F)=C(F)F)[nH]1 | 14 | 9 | 9 | 0.8 | -3 | 11 | 1 | -11 | 1
COc1cc(C(=O)NNC(=O)Nc2ccc([N+](=O)[O-])cc2)cc(OC)c1OC | 7 | 3 | 6 | -0.2 | -3 | 17 | -4 | 1 | 6
CCCOc1ccc(C(=O)O)cc1 | 5 | 9 | -8 | 1.9 | 0 | 10 | 3 | 6 | 1
COC(=O)CCN1CCN(S(=O)(=O)c2ccc3c(c2)OCCO3)CC1 | -4 | -3 | 0 | -3.7 | -3 | -2 | 22 | 17 | 2
Cn1cc(S(=O)(=O)Nc2ccc(Oc3ccccc3)cc2)c(=O)n(C)c1=O | 5 | 14 | 1 | -1.5 | 1 | 2 | 10 | -4 | 11
CCCc1[nH]nc2c1C(c1ccc(OC(=O)N3CCOCC3)cc1)C(C#N)=C(N)O2 (configuration not stated) | 5 | 20 | -6 | 0.3 | 0 | 26 | 9 | -15 | -9
Clc1ccc(-c2nnc(-c3ccccc3)c(-c3c[nH]c4ccccc34)n2)cc1 | -1 | -4 | -5 | -0.4 | 1 | 6 | -7 | 0 | 29
Cc1ccc(-n2ncc(Br)c(Br)c2=O)cc1 | 18 | · | 16 | · | · | · | -8 | · | 9
CN(Cc1ccccc1)CC(O)COc1ccc(CNCCc2cccnc2)cc1 (configuration not stated) | 13 | -4 | -4 | -0.5 | -2 | 8 | 4 | 5 | 2
Cc1ccc(Cl)cc1Nc1nc(-c2cccnc2)cs1 | 3 | -24 | 3 | 1.8 | 0 | -9 | -11 | 4 | 38
O=C1NC2(CCCCCC2)C(=O)N1Cc1ccc([N+](=O)[O-])cc1 | 1 | -5 | 0 | 1.4 | 0 | -27 | 0 | -3 | 3

Single records, as listed above:
O=C1NC2(CCCCCC2)C(=O)N1Cc1ccc([N+](=O)[O-])cc1 as listed: CCR6 antag = 1; Jurkat NFkB inh = -5; CXCR6 inh = 0; CHOP UPR activ = 1.4; UPR XBP1 act = 0; 697 NFkB inh = -27; Gli-Sufu antag = 0; Mdm2-MdmX inh = -3; EBI2 antag = 3
O=c1ccnc(SCCC(F)=C(F)F)[nH]1 as listed: CCR6 antag = 14; Jurkat NFkB inh = 9; CXCR6 inh = 9; CHOP UPR activ = 0.8; UPR XBP1 act = -3; 697 NFkB inh = 11; Gli-Sufu antag = 1; Mdm2-MdmX inh = -11; EBI2 antag = 1

(continued)
SMILES | CCR6 antag | Jurkat NFkB inh | CXCR6 inh | CHOP UPR activ | UPR XBP1 act | 697 NFkB inh | Gli-Sufu antag | Mdm2-MdmX inh | EBI2 antag
O=C(CNS(=O)(=O)c1ccccc1)N1CCc2ccccc2C1 | 4 | -29 | 3 | 3.9 | 0 | -21 | 11 | -11 | 8
O=C(/C=C/c1cccs1)c1ccc(NC(=O)c2ccccc2F)cc1 | 7 | -6 | -2 | 3.7 | 2 | -6 | -9 | -9 | -7
CC(=O)Nc1nc(CC(C)C)cc2c1c(=O)oc1ccccc12 | 12 | -11 | -1 | 3.2 | 2 | -13 | 1 | 32 | -8
O=C(O)CC1(CC(=O)NCc2ccccn2)CCCCC1 | 4 | 2 | -3 | -0.6 | -1 | -8 | 1 | -11 | 9
O=C(CCN1CCCC1)c1cccs1 | 0 | -9 | -3 | -0.3 | -7 | 5 | -4 | 15 | 6
O=c1c(Cl)c(Nc2cccc(Cl)c2)cnn1-c1nc2ccccc2s1 | 7 | -86 | -6 | 2.2 | -1 | -109 | -34 | -73 | 1
CCOc1ccccc1-c1c2cc(O)c(=O)cc-2oc2cc(O)c(O)cc12 | 56* | · | 27 | · | · | · | 7 | · | -1
COc1ccc(OC)c(CNC(=O)CCCn2ccc3cc(S(=O)(=O)N4CCCC4)ccc32)c1 | 16 | 12 | 2 | 2.9 | -4 | -10 | -6 | 13 | 12
O=C(CSc1nnc(-c2ccccc2Cl)o1)Oc1ccc(Br)cc1 | 14 | 7 | 2 | -3.3 | -4 | -6 | -2 | 8 | -4
Cc1onc(-c2ccccc2Cl)c1C(=O)OCC(=O)Nc1cccc(S(=O)(=O)N2CCOCC2)c1 | 5 | 15 | 2 | -0.5 | -5 | -1 | 14 | 18 | -12
Cc1noc(C)c1C(=O)Nc1cccc2ncccc12 | -5 | 4 | 1 | 2.5 | 1 | 12 | -8 | 7 | 2
O=C(COc1ccc(-n2cnnn2)cc1)N1CCN(c2ccc(F)cc2)CC1 | 1 | -3 | -8 | 0.9 | 0 | 16 | 5 | 16 | 2
